Screens as filed in PubChem BioAssay.
MrgX1 agonist = human MrgX1 receptor agonism, primary screen; Q96LB2; MrgX1-HEK293 cells, Fluo-4 calcium fluorescence, agonist mode; active compounds read high; B-score at 10 µM; 310,000 compounds, 0.44% hits; AID 588627;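 active = calcium response B-score plate-corrected fluorescence ratio at least 3 library SD, with starting fluorescence B-score inside 5 SD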
Target sequence (Q96LB2 whole entry, looked up): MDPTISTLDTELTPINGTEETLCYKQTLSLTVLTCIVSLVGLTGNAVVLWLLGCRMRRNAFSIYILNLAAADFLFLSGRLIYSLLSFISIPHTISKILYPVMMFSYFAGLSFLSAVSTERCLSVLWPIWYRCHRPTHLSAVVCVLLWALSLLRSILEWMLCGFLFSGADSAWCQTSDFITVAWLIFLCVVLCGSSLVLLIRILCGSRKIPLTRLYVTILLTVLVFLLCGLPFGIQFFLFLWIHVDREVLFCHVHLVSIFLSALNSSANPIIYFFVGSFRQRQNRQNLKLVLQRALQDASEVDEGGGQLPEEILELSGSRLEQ
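Test system: HEK293 cells stably expressing human MrgX1 receptor; Input: fifteen thousand cells per well; Dosing: compound delivered in addition one of three; Schedule: overnight seeding, then 1 h dark dye loading; Technique: Fluo-4 NW calcium fluorescence; Measure: B-scored fluorescence response ratio; Controls: positive and negative controls per plate.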
KCNQ1 block = inhibitors of human KCNQ1 potassium channel. P51787. CHO-K1 KCNQ1, FluxOR thallium flux fluorescence; active compounds read high. B-score at 10 µM. 310,000 compounds, 1.3% hits;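 active = compounds whose thallium flux B-score, printed positive for inhibition, exceeds three library SD while starting fluorescence stays within three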;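 note: channel opened by potassium depolarization with thallium stimulus after 20 min compound exposure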
KCNK9 inh = blocks the human KCNK9 two-pore domain potassium channel; 310,000 compounds, 1.2% hits; HEK293 KCNK9, FluxOR thallium flux fluorescence; active compounds read low; B-score at 10 µM;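 active = ratio B-score over 3 SD below the library mean, with starting fluorescence within 5 SD of its mean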;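 note: negative B-score means less thallium flux so channel inhibition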
KCNK3 inh = human KCNK3 channel inhibition, primary screen; B-score at 10 µM; CHO-KCNK3 thallium flux, FluxOR fluorescence; active compounds read low; AID 602410; 340,000 compounds, 0.84% hits; O14649;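 active = B-score under library mean minus 4 SD, starting fluorescence ratio at most library mean plus 5 SD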;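 note: more negative B-score means stronger inhibition of thallium flux through KCNK3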
Target sequence (O14649 whole entry, looked up): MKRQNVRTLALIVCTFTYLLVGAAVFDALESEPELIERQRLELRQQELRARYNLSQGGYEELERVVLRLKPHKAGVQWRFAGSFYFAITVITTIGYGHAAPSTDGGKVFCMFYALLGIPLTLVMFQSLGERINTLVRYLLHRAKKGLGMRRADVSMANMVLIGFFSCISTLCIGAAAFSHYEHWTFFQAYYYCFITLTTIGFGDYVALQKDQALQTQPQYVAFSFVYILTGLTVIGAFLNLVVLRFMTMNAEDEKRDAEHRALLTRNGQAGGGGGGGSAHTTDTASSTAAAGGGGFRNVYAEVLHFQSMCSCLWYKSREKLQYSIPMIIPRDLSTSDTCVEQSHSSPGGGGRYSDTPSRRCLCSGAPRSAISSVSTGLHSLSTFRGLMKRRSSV
MrgX1 PAM = human MrgX1 positive allosteric modulation, primary screen; B-score at 10 µM; Q96LB2; 310,000 compounds, 0.63% hits; MrgX1-HEK293, Fluo-4 calcium flux, FDSS; active compounds read high;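 active = plate-corrected calcium response at least 3 library SD above typical, normal starting fluorescence, not activating the receptor alone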;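 note: compound read alongside a low EC10 to EC30 dose of BAM8-22 agonist; peak minus trough fluorescence over baseline measured at the second addition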
TMEM16A inh = blocks the mouse calcium-activated chloride channel TMEM16A; HEK293 TMEM16A/YFP iodide influx fluorescence, ionomycin; AID 588511; 310,000 compounds, 1.2% hits; normalized B-score (activity score, 25-100; higher = stronger inhibition) at 10 µM; Q8BHY3;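 active = ratio plate-corrected score three or more library SD toward inhibition, starting fluorescence score within five deviations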;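 note: score derived from kinetic fluorescence span divided by baseline fluorescence per well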
KCNQ1 act = potentiators or activators of human KCNQ1 potassium channel | B-score at 10 µM | CHO-K1 KCNQ1, thallium flux FluxOR fluorescence; active compounds read high | 310,000 compounds, 0.35% hits | P51787;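 active = fluorescence ratio B-score, a plate-corrected score, at least three library SD, with initial intensity B-score within 5 SD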
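Schedule – 37 °C overnight plating, 90-min dark dye load, 20-min compound pretreatment · System – stable KCNQ1 CHO-K1 line · Probe or stimulus – thallium- and potassium-containing depolarizing buffer · Measured by – kinetic FluxOR fluorescence, 10 s baseline plus 110 s post-stimulus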
RGS4 block = inhibitors of human RGS4 | P49798 | HEK293 M3R/RGS4 inducible, Fluo-4 calcium flux; active compounds read high; triggered by carbachol at its EC20 | B-score at 10 µM | 310,000 compounds, 0.45% hits | AID 463165;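 active = B-score, a plate-corrected calcium signal, over three deviations above library mean, with baseline fluorescence within five deviations of library mean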;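 note: RGS4 expression induced by doxycycline in cells with stable M3 receptor; B-score is computed from the integrated fluorescence ratio over baseline after carbachol; higher B-score means a larger calcium signal and so more RGS4 inhibition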
Target sequence (P49798 whole entry, looked up): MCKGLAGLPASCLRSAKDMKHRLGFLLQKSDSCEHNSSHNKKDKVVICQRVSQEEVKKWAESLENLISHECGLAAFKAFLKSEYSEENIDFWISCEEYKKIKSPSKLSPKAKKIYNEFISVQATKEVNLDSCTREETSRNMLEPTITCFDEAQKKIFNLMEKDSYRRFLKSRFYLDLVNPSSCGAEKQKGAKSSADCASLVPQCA
ANO1 activ = activates or potentiates the mouse TMEM16A chloride channel; Q8BHY3; HEK293 TMEM16A/YFP-H148Q/I152L, iodide quench fluorescence; active compounds read low; B-score at 10 µM; 340,000 compounds, 0.3% hits; AID 623877;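 active = fluorescence-ratio B-score plate-corrected deviation score at least 3 library SD below zero, with starting fluorescence score within 5 deviations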;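 note: channel opened by trigger with iodide after compound preincubation; score built on the fluorescence ratio of max minus min over baseline; more negative score means more quench and so TMEM16A activation or potentiation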
RGS4 act = RGS4 potentiation or activation; HEK293 M3R/inducible RGS4, carbachol calcium flux Fluo4; active compounds read low; B-score at 10 µM; 310,000 compounds, 0.92% hits; AID 463111;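 active = B-score of the integrated calcium signal more than 4 SD below the library mean, with starting fluorescence not abnormally high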;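 note: negative B-score means reduced calcium response which marks RGS4 activation or potentiation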
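Also added: carbachol at ECmax as muscarinic agonist stimulus; Assay system: HEK293 cells with stable M3R and inducible RGS4; Timing: overnight RGS4 induction, 30 min dye load 37 °C, 20 min compound RT; Measured by: Fluo4-AM (2 µM) calcium-flux fluorescence, kinetic read.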
hERG protect = compounds protecting human hERG from proarrhythmic drug block | Q12809 | CHO-hERG, FluxOR thallium flux, dofetilide IC70 present | activation (rescue from dofetilide block), less the hit threshold, % at 10 µM | 310,000 compounds, 0.51% hits | AID 1511;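 active = activation above the mean of controls blocked by dofetilide plus 5 SD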;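 note: thallium influx through hERG after potassium depolarization seen as dye fluorescence rise; in these data hits start at about 4.7%; inactives centre near -7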
* marks the source's active call; other numbers are inactive results; i = inactive; x = no result given. The list is partial; count on the stated rates, not on these rows.

SMILES	MrgX1 agonist	KCNQ1 block	KCNK9 inh	KCNK3 inh	MrgX1 PAM	TMEM16A inh	KCNQ1 act	RGS4 block	ANO1 activ	RGS4 act	hERG protect
COc1cc2c(cc1OC)-c1c(OC)c(OC)cc3c1[C@H](C2)N(C)CC3	i	i	i	i	i	i	i	i	i	i	-8
CCCCn1c(O)c(C(C)=Nc2cccc(C(=O)O)c2)c(=O)[nH]c1=O	i	i	i	i	i	i	i	i	i	i	-17
CC1(C)C(C(=O)N2CCN(c3ccc(Cl)cc3)CC2)C1(C)C	i	i	i	i	i	i	i	i	i	i	-7
O=c1[nH]c(=O)n(-c2cccc(F)c2)c(O)c1/C=C1\C=Nc2ccccc21	i	i	i	i	i	i	i	i	i	i	-4
CCC(C)n1c(O)c(C=NCC2CCCO2)c(=O)[nH]c1=S (centres undefined)	i	i	i	i	i	i	i	i	i	-10*	-6
Cc1c(C=C2C(=O)N(C)C(=S)N(C)C2=O)c2ccccc2n1CC(=O)NCC1CCCO1 (centres undefined)	i	i	i	i	i	i	i	5.1*	i	i	-7
CCOC(=O)Cc1csc(NC(=O)c2c(O)c3ccccc3n(CCC(C)C)c2=O)n1	i	i	i	i	i	i	i	i	i	i	-16
Cc1ccc(C(=O)NC(O)C(Cl)(Cl)Cl)cc1 (centres undefined)	i	i	i	i	i	i	i	i	i	i	-10
O=C(CCCC1=NS(=O)(=O)c2ccccc2N1)N1CCC2(CC1)OCCO2	i	i	i	i	i	i	i	i	i	i	-9
Cc1nn(C)c(C)c1P(=S)(c1c(C)nn(C)c1C)N(C)C	i	i	i	i	i	i	i	i	i	i	-10
OC(CNCCc1c[nH]c2ccccc12)C(F)(F)F (centres undefined)	i	i	i	i	i	i	i	i	i	i	-12
CCN(CC(=O)Nc1ccc(C#N)c(Cl)c1)CC(=O)NC(C)(C)C	i	i	i	i	i	i	i	i	i	i	-2
O=C1NC(=O)N(CC2CCCO2)C(=O)/C1=C/c1cccs1 (centres undefined)	i	i	i	i	i	i	i	i	i	i	-9
O=C(Nc1ccccc1)c1c(O)[nH]c(=O)[nH]c1=O	i	i	i	i	i	i	i	i	i	i	-5
C=CCn1c(O)c(C(C)=NCCCn2ccnc2)c(=O)[nH]c1=O	i	i	i	i	i	i	i	i	i	i	-9
CC(C)CCNC(=O)c1cc(C(=O)c2cc(F)ccc2O)cn(CCC(C)C)c1=O	i	i	i	i	i	i	i	i	i	i	-6
CCOC(=O)C1=C(N)OC2=C(C(=O)CC(C)(C)C2)C12C(=O)Nc1ccccc12 (centres undefined)	i	i	i	i	i	i	i	i	i	i	-4
CN1CC(C(=O)c2ccccc2)C(C(=O)c2ccccc2)C1 (centres undefined)	i	i	i	i	i	i	i	i	i	i	-10
CC(C)Sc1nnc([C@@H](N)Cc2c[nH]c3ccccc23)o1	i	i	i	i	i	i	i	i	i	i	-18
COc1ccc(-n2c(/C=C/c3ccc(O)c(O)c3)nc3ccccc3c2=O)cc1	i	i	i	i	i	i	i	i	i	i	-13
O=c1[nH]c(=S)[nH]c(O)c1N=Nc1cc2c(cc1[N+](=O)[O-])OCO2	i	i	i	i	i	i	i	i	i	i	-9
Cc1cc(/C=C2\C(=O)NC(=O)N(C)C2=O)c(C)n1-c1ccc2c(c1)OCO2	i	i	i	i	i	i	i	i	i	i	-9
O=P(CCl)(Nc1ccccc1)C(Cl)(Cl)Cl (centres undefined)	i	i	i	i	i	i	i	i	i	i	-10
CC(C)OP(=O)(Oc1ccc(C(O)C(Cl)(Cl)Cl)cc1)OC(C)C (centres undefined)	i	i	i	i	i	i	i	i	i	i	-9
COc1nc2ccccc2nc1N1CCN(C)CC1	i	i	i	i	i	i	i	i	i	i	-11

Additional compounds follow.
SMILES	MrgX1 agonist	KCNQ1 block	KCNK9 inh	KCNK3 inh	MrgX1 PAM	TMEM16A inh	KCNQ1 act	RGS4 block	ANO1 activ	RGS4 act	hERG protect
CNC(=O)N(C)c1ccc(C(O)(C(=O)OC)C(F)(F)F)cc1 (centres undefined)	i	i	i	i	i	i	i	i	i	i	-2
C[C@@H]1O[C@@H](O[C@H]2C[C@@H](O)[C@]3(CO)[C@@H]4C(CC[C@]3(O)C2)[C@@]2(O)CC[C@H](C3COC(=O)C3)[C@@]2(C)C[C@H]4O)[C@H](O)[C@H](O)[C@H]1O (some centres undefined)	i	x	x	i	i	i	x	x	i	x	x
O=C(c1cccc(C(F)(F)F)c1)N1C[C@H]2C[C@@H](C1)c1cccc(=O)n1C2	i	i	i	i	i	i	i	i	i	i	-6
Cc1cc(-c2ccccc2)cc(C)[n+]1Cc1ccccc1	i	i	i	i	i	i	i	i	i	i	-11
O=c1c2ccccc2nc(-c2ccoc2)n1-c1ccccc1Cl	i	i	i	i	i	i	i	i	i	i	-5
CC(=NCc1ccc2c(c1)OCO2)c1c(O)n(-c2ccc(C)cc2)c(=O)[nH]c1=O	i	i	i	i	i	i	i	i	i	i	-13
Cc1cc(N2CCOCC2)nc2ccc(NC(=O)CCC(=O)N3CCC4(CC3)OCCO4)cc12	i	i	i	i	i	i	i	i	i	i	-11
Cn1cccc1CNCCc1ccccc1F	i	i	i	i	i	i	i	i	i	i	-11
Oc1ccc2c3c1O[C@H]1c4[nH]c5ccccc5c4C[C@@]4(O)C(C2)N(CC2CC2)CC[C@]314	i	i	i	x	i	i	i	i	x	i	-8
CCOc1cc2c(cc1OCC)-n1cccc1C(c1cccc(F)c1F)NC2 (centres undefined)	i	i	i	i	i	i	i	i	i	i	-4
COC(=O)C1=CO[C@@H](C)[C@@H]2CN(CCc3c[nH]c4ccccc34)CC[C@H]12	i	i	i	i	i	i	i	i	i	i	-4
COc1ccc(-c2cc(=Nc3cccc(C(=O)O)c3)c3cc(C)ccc3o2)cc1	i	i	i	i	i	i	i	i	i	i	-20
CC(NCC#Cc1ccccc1)C(O)c1ccccc1 (centres undefined)	i	i	i	i	i	i	i	i	i	i	-14
CCC(=NCCCn1ccnc1)c1c(O)n(-c2ccc(OC)cc2)c(=O)[nH]c1=O	i	i	i	i	i	i	i	i	i	i	-7
CC(=Nc1ccc2c(c1)CCC2)c1c(O)n(C)c(=O)n(C)c1=O	i	i	i	i	i	i	i	i	i	i	-5
Cn1c(O)c(C=NCCc2c[nH]c3ccccc23)c(=O)n(C)c1=O	i	i	i	i	i	i	i	i	i	i	-21
COc1ccccc1-n1c(O)c(C=NC2CC2)c(=O)[nH]c1=O	i	i	i	i	i	i	i	i	i	i	-11
CCCC(=O)c1c(O)[nH]c(=O)[nH]c1=O	i	i	i	i	i	i	i	i	i	i	-7
CCN1C(=O)/C(=C/c2ccc(N(CC)CC)cc2OC)C(=O)NC1=S	i	i	i	i	i	i	i	i	i	i	-7
CCCN1CC(C)C(OC(C)=O)(c2ccccc2)CC1C (centres undefined)	i	i	i	i	i	i	i	i	i	i	-3
CN1OCC2Cn3c(nc4ccccc43)C21 (centres undefined)	i	x	x	i	i	i	x	x	i	x	x
O=c1c2ccccc2nc(-c2cccs2)n1-c1cnccn1	i	i	i	i	i	i	i	i	i	i	-7
CC1CC(OC(=O)c2ccccc2)CC(C)N1C (centres undefined)	i	i	i	i	i	i	i	i	i	i	-5
Cc1[nH]n(-c2ccccc2)c(=O)c1C(c1ccc([N+](=O)[O-])cc1)c1c(C)[nH]n(-c2ccccc2)c1=O	i	7*	i	i	i	i	i	i	i	i	-8
Clc1cnc(Oc2ccc(Oc3ncc(Cl)cc3Cl)cc2)c(Cl)c1	i	i	i	i	13*	i	i	i	i	i	-6

Carrying on:
SMILES	MrgX1 agonist	KCNQ1 block	KCNK9 inh	KCNK3 inh	MrgX1 PAM	TMEM16A inh	KCNQ1 act	RGS4 block	ANO1 activ	RGS4 act	hERG protect
O=C(COc1ccc2ccccc2c1)N1CCN(C2CCN(Cc3ccccc3)CC2)CC1	i	i	i	i	i	i	i	i	i	i	-15
Cc1ccc(CN2CC3CC(C2)c2cccc(=O)n2C3)cc1 (centres undefined)	i	i	i	i	i	i	i	i	i	i	-6
Cc1oc(-c2ccccc2Cl)nc1CN1C(=O)CN=C(c2ccccc2)c2ccccc21	i	i	i	i	i	i	i	i	i	i	-7
Cc1sc2ccccc2c1CC1=NCCN1	i	x	x	i	i	i	x	x	i	x	x
CCCCc1ccc(C(=O)O)nc1	i	x	x	i	i	i	x	x	i	x	x
CCOC(=O)c1cccc(NC(=O)c2c(O)[nH]c(=O)[nH]c2=O)c1	i	i	i	i	i	i	i	i	i	i	-1
CN1CC=C(/C=C/c2ccc(-c3ccccc3)cc2)CC1	i	i	i	x	i	i	i	i	x	-8.7*	-19
Cc1sc2ncn(CC(=O)NCCCC(=O)N3CCC4(CC3)OCCO4)c(=O)c2c1C	i	x	x	i	i	i	x	x	i	x	x
CCC(C(=O)N1CCC2(CC1)OCCO2)n1c2ccccc2c2nc(=O)cc(C)n21 (centres undefined)	i	i	i	-10*	i	i	i	i	i	i	-7
CCc1ccccc1N1C(=O)/C(=C/c2ccc(N3CCN(C)CC3)o2)C(=O)NC1=S	i	i	i	i	i	i	i	i	i	i	-25
CC1(C)CC[C@]2(C)CC[C@]3(C)C4C[C@@H]5OO[C@@]6(O5)C(CCCC6(C)C)[C@]4(C)CC[C@@]3(C)C2C1 (some centres undefined)	i	x	x	i	i	i	x	x	i	x	x
O=C1NC(=O)N(CCNc2ncc(C(F)(F)F)cc2Cl)C(=O)C1/C=N/OCc1c(F)cccc1Cl (centres undefined)	i	i	i	i	i	i	i	i	i	i	0
COc1cc(N)c(Cl)cc1C(=O)NC1CN2CCC1CC2 (centres undefined)	i	i	i	x	i	i	i	i	x	i	-4
O=C(N=Nc1c(O)[nH]c(=O)[nH]c1=O)C1COc2cc3ccccc3cc2O1 (centres undefined)	i	i	i	i	i	i	i	i	i	i	-5
N=c1c[n+](C2CCCCC2)[n-]o1	i	i	i	i	i	i	i	i	i	i	-12
Cc1ccc(N=C(N(C)C)P(=O)(N(C)C)N(C)C)cc1	i	i	i	i	i	i	i	i	i	i	-7
